# Assay outcomes: PubChem BioAssay, several laboratories
# Rpn11 inh = Rpn11 (PSMD14) deubiquitinase inhibitors, primary screen, biochemical, fluorescence polarization, uHTS | 26S proteasome non-ATPase regulatory subunit 14 (Homo sapiens), O00487 | human 26S proteasome, Ub4-pepOG fluorescence polarization; 20S core pre-blocked with epoxomicin | calls only at 20 µM | 360,000 compounds, 0.59% hits | AID 588493, 2011;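 active = inhibition at 20 µM, scaled to each plate's controls, above about 33%, limit read from the data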
# CSN deneddyl inh = inhibitors of CSN-mediated cullin deneddylation, primary screen, biochemical, fluorescence polarization, uHTS. Purified CSN, SCF-Nedd8-OG deneddylation. COP9 signalosome complex subunit 5 (Homo sapiens), Q92905. inhibition, % at 12.5 µM. AID 651999, 2013. 360,000 compounds, 0.38% hits;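 active = pattern-corrected inhibition above about 35%, with an unprinted fluorescence ratio check between 0.5 and 1.5, limit read from the data, passing the limit was not always enough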;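 also: 0% = enzyme with substrate and 100% = substrate without enzyme; some results filed as inactive read as strong as hits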
# Target sequence (Q92905 whole entry, looked up, one chain of several): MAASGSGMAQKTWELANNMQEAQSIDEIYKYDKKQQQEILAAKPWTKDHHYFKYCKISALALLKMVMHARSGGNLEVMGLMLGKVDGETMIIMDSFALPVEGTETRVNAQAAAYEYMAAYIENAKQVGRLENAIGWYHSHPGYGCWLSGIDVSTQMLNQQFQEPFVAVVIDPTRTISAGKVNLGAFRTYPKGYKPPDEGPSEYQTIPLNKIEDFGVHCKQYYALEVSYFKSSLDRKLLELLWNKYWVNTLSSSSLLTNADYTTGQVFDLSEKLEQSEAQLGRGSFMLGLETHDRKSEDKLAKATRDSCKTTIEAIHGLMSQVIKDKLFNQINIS
#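 Schedule: reaction 90 min, room temperature / Assay system: HEK293T-derived human Csn5 enzyme / Input: Csn5 at 0.24 nM final / Measure: inhibition of Csn5 cleavage, % / Control set: substrate-only high control, full reaction low control / Technique: fluorescence polarization of the substrate / Buffer or medium: Tris/NaCl/DTT buffer, pH 7.5 / Reagent: SCFSkp2-Nedd8OG substrate at 10 nM final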
# SKN-1 inh = suppressors of acrylamide-induced Pgst-4::GFP reporter in worms, primary screen, SKN-1 inhibitor project, whole organism, uHTS, GFP/RFP fluorescence ratio, strain VP596. inhibition, % at 21.8 µM. C. elegans VP596 Pgst-4::GFP/RFP ratio, 24 h. 360,000 compounds, 0.49% hits;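 active = interference check ratio from 0.5 to 1.5 plus GFP to RFP signal ratio inhibition reaching or exceeding a fixed threshold, cut at about 30% in these data, passing the limit was not always enough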; also: some compounds called inactive have numbers as strong as hits
# Rin1 Abl inh = inhibitors of Rin1-Abl protein binding, primary screen, biochemical, TR-FRET | inhibition, % at 7.35 µM | 360,000 compounds, 0.4% hits | AID 588664, 2011; in the data active = inhibition above about 5%, passing the limit was not always enough
# MT1-MMP act inh = blockers of MT1-MMP proenzyme processing, primary screen, HT1080 RFP-PRO-GFP cells, GFP/RFP fluorescence; AID 651647, 2012; GFP/RFP ratio change, % at 20 µM; GFP/RFP ratio fluorescence, overnight; percent of plate control window, DMSO zero; Matrix metalloproteinase-14 (Homo sapiens), P50281; 360,000 compounds, 0.061% hits;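 active = GFP/RFP ratio change of at least 30% with cell ATP level not reduced by more than half and red fluorescence within 50% of control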; also: strong numbers were not always called active
#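 Test system: HT1080 cells expressing an RFP-PRO-GFP fluorescent reporter construct / Compound dosing: single-point 20 µM compound, 1% DMSO / Schedule: cells overnight before dosing, compound overnight, 37 °C, 5% CO2 / Evaluation: GFP/RFP fluorescence ratio / Control set: DMSO and RFP-L50D-GFP cell wells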
# NadD block = inhibitors of S. aureus NadD, primary screen, biochemical, colorimetric, uHTS | Nicotinate-nucleotide adenylyltransferase NadD (Staphylococcus aureus N315) | purified NadD enzyme, colorimetric absorbance read-out | inhibition, % at 20 µM | 360,000 compounds, 0.78% hits | AID 602399, 2012; in the data active = inhibition above about 26%; also: some compounds past the cut are filed as inactive
# Neddyl block = inhibitors of cullin neddylation, primary screen, biochemical, TR-FRET, uHTS, NAE and Ubc12 | NEDD8-conjugating enzyme Ubc12 (Homo sapiens) + NEDD8-activating enzyme E1 regulatory … | calls only at 25 µM | 360,000 compounds, 0.58% hits | AID 651699, 2012; in the data active = inhibition above about 36%
# FAS TE block = FAS thioesterase domain inhibitors, primary screen, biochemical, fluorescence intensity, uHTS; Fatty acid synthase (Homo sapiens), P49327; recombinant FAS-TE, OMFH fluorogenic substrate, fluorescence endpoint; 360,000 compounds, 0.67% hits; inhibition, % at 15 µM; AID 602261, 2012;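 active = compounds whose normalised, plate-corrected inhibition of enzyme fluorescence in the single-dose primary screen is 50% or more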;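 also: 0% = DMSO with enzyme and 100% = substrate without enzyme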
# PABP1 MLLE inh = inhibitors of PABP1 MLLE–PAM2 peptide binding, primary screen, biochemical, fluorescence polarization, FITC-PAM2, GST-MLLE; inhibition, % at 20 µM; 360,000 compounds, 0.36% hits; AID 588489, 2011; in the data active = inhibition above about 35%, passing the limit was not always enough;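 also: plate controls were DMSO wells with GST-MLLE for no effect and wells lacking GST-MLLE protein for full effect; some results filed as inactive read as strong as hits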
# Target sequence (P11940 whole entry, looked up): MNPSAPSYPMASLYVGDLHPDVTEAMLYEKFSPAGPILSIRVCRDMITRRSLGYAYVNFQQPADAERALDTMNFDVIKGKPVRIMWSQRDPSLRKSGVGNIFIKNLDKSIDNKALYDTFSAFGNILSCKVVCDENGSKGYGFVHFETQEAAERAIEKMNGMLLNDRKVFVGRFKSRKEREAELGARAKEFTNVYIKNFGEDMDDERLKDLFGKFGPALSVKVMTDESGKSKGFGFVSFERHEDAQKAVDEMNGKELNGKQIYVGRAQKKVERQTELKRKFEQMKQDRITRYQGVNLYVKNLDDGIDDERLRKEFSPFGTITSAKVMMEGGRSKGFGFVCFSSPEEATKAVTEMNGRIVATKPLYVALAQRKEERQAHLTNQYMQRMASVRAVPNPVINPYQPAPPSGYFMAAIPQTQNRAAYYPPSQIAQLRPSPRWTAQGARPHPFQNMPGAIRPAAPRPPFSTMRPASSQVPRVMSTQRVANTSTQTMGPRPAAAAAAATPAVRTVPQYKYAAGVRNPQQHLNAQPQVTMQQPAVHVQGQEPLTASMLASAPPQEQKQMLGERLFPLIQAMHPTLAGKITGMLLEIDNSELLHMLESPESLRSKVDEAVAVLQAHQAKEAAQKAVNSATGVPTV
# * marks the source's active call; other numbers are inactive results; i = inactive; nt = no result given. Compounds as they come; overall some 3.9% were active at least once.
SMILES,Rpn11 inh,CSN deneddyl inh,SKN-1 inh,Rin1 Abl inh,MT1-MMP act inh,NadD block,Neddyl block,FAS TE block,PABP1 MLLE inh
Cc1ccc(NC(=O)CCC(=O)NNC(=O)COc2ccc([N+](=O)[O-])cc2)c(C)c1,i,0,-5,-5,-1,1,i,-2,-10
CCSc1ccccc1C(=O)Nc1cc(C)on1,i,-2,2,2,-1,-3,i,-4,-6
Cc1cccc(NC(=O)c2ccccc2NC(=O)Cc2ccccc2)c1C,i,5,1,6,-8,6,i,0,0
Cc1[nH]n(-c2cccc([N+](=O)[O-])c2)c(=O)c1-c1ccccc1,i,-1,11,-7,1,3,i,7,4
c1ccc(C[n+]2ccc3ccccc3c2)cc1,i,2,3,-3,-1,-3,i,-5,13
Fc1cnc(N2CCN(c3ccccc3)CC2)nc1N1CCN(c2ccccc2)CC1,i,-1,10,0,-8,-3,i,21,12
CCNC(=S)N/N=C/c1c(Cl)cccc1Cl,i,1,-4,-5,2,2,i,-9,28
O=C1CC(C(=O)N2CCc3ccccc32)CN1c1ccccc1 (stereo not drawn),i,-4,34,0,1,-2,i,3,1
COc1ccc(C2SCCN2C(=S)Nc2ccc(Cl)cc2)cc1 (stereo not drawn),i,0,5,2,2,0,i,14,-15
CCO/C=C1\C(=O)N(c2ccccc2)C(=O)c2ccccc21,i,-1,4,1,-3,-2,nt,13,0
COc1cc2nc(=S)n3[nH]c(CCn4nc(C)cc4C)nc3c2cc1OC,i,-2,31,1,6,7,i,-8,-36
CCN(CC)S(=O)(=O)c1cccc(C(=O)Nc2ccc(S(=O)(=O)NC3=NCCCCC3)cc2)c1,i,0,16,5,-1,6,i,0,-81
Cc1ccsc1/C=N/NC(=O)C(N)=O,i,-4,8,-3,1,2,i,-3,7
COC(=O)c1ccc(CN2CCCC(CO)(Cc3ccccc3F)C2)cc1 (stereo not drawn),i,-1,15,0,-1,-5,i,8,-5
CCOc1ccccc1NC(=O)Nc1ccc2c(c1)CCC2,i,5,-9,3,4,-7,i,18,12
CC1=C(C(=O)OCc2ccccc2)C(c2ccc3c(c2)OCO3)NC(=O)N1CCCC(=O)O (stereo not drawn),i,-4,5,3,1,-1,i,-5,-4
CC(C)COC(=O)c1ccc(NC(=O)C2C3C=CC(C3)C2C(=O)O)cc1 (stereo not drawn),i,-4,-7,-1,-1,3,i,9,3
CCC(C)[C@H]1COCCS(=O)(=O)N1Cc1ccccc1 (stereo partly drawn),i,-6,-1,1,5,-11,i,-5,3
COc1ccc(C(=O)C2CC2c2ccc3c(c2)OCO3)cc1 (stereo not drawn),i,2,-3,0,-2,-7,i,19,-6
CSc1nc2ccc(NC(=O)c3ccc(=O)[nH]c3)cc2s1,i,2,0,-3,0,7,i,-2,-28

# Overlap with the part before: two compounds, then new ones.
SMILES,Rpn11 inh,CSN deneddyl inh,SKN-1 inh,Rin1 Abl inh,MT1-MMP act inh,NadD block,Neddyl block,FAS TE block,PABP1 MLLE inh
COc1ccc(C(=O)C2CC2c2ccc3c(c2)OCO3)cc1 (stereo not drawn),i,2,-3,0,-2,-7,i,19,-6
CSc1nc2ccc(NC(=O)c3ccc(=O)[nH]c3)cc2s1,i,2,0,-3,0,7,i,-2,-28
CCC(NC(=O)COC(=O)C1CC2CCCC(C1)C2=O)c1ccc(Br)cc1 (stereo not drawn),i,1,15,1,2,0,i,-1,-4
O=C(/C=C/c1ccccc1)N/C(=C/c1ccccc1)C(=O)NCCO,i,0,10,-3,-1,11,i,0,4
CC1=C(C(=O)Nc2ccccc2)C(c2ccc(C(C)C)cc2)N2C(=O)CSC2=N1 (stereo not drawn),i,-2,-6,0,-10,11,i,-5,-6
CCS(=O)(=O)Nc1cccc(C(=O)CC2(O)C(=O)Nc3ccccc32)c1 (stereo not drawn),i,-4,-17,3,1,-3,i,-5,-7
CCCCN(Cc1ccccc1)C1CCN(Cc2ccccc2)CC1,i,-1,13,1,3,-3,i,-3,-2
O=C(CCc1nnc(CCCCc2ccccc2)o1)N(CCO)Cc1ccccc1,i,6,-2,0,-4,-3,i,2,14
Cc1nn2c(NCCN3CCOCC3)c3c(nc2c1-c1ccccc1)CCCC3,i,0,-4,1,-2,-4,nt,16,9
CNC(=O)c1csc(Cc2c(Cl)sc3ccc(Cl)cc23)n1,i,0,6,1,0,-4,i,12,-2
CCC1(C)CC(C#N)(C#N)C(=O)NC1=O (stereo not drawn),i,0,13,2,0,-1,i,-5,15
Cc1ccc(CC2CC(=O)N(c3nc(C)cc(C)n3)C2=O)cc1 (stereo not drawn),i,7,8,0,-1,-1,i,-6,-7
Cc1cccc2c(C(=O)n3cccn3)cc(-c3ccccc3Cl)nc12,i,-8,3,-4,3,2,i,21,16
CC(C)C(C(=O)NCc1ccco1)N(Cc1ccco1)C(=O)CNS(=O)(=O)c1ccccc1 (stereo not drawn),i,5,2,2,2,1,i,1,13
CCOC(=O)c1ccc(Oc2ccc(C(F)(F)F)cn2)cc1,i,3,1,1,-2,-4,i,5,2
CCOC(=O)[C@]12CCCC=C1N(Cc1ccccc1)C(=O)[C@H](CC(=O)N1CCCC1)C2,nt,-3,5,nt,4,nt,i,nt,nt
O=S1CCCSC1c1cccnc1 (stereo not drawn),i,2,3,-4,1,-4,i,-7,-7
CN(CCc1ccccc1)C1CCCN(S(=O)(=O)N(C)C)C1 (stereo not drawn),i,-3,13,0,2,-5,i,-1,10
Cc1cccc(C)c1C(O)c1ncc(-c2ccccc2Cl)[nH]1 (stereo not drawn),i,-3,15,-2,0,-11,i,1,6
O=C(Oc1ccc(-c2ccccc2)cc1)C1C2CCCCC21 (stereo not drawn),i,1,7,-1,4,3,i,23,-5
CCc1ccccc1NC(=O)c1cc(-c2ccc(F)cc2)on1,i,-2,-8,-6,-1,-6,i,-8,5
O=C(O)c1ccc(C(=O)c2cc([N+](=O)[O-])cc([N+](=O)[O-])c2)cc1,i,2,0,1,5,-1,i,-7,2
CCc1[nH]nc(C(=O)N2CCCC(Nc3ccc(C(C)C)cc3)C2)c1C (stereo not drawn),i,-2,-3,1,-5,0,i,-5,8
Cc1ccc(C(C(=O)NC2CCCCC2)N2CCN(C(=O)c3ccco3)CC2)cc1 (stereo not drawn),i,1,-11,1,0,4,i,-7,-6
COc1cccc(C=NN2CCCCCC2)c1OC,i,-4,-2,-2,1,-2,i,3,-31
CCCCN(C(=O)NC(=O)Nc1cccc(C)c1C)S(C)(=O)=O,i,2,13,1,-3,-1,i,-1,-2
CCOc1ccc(/C(CCC(=O)O)=N/NC(=S)NCCc2ccccc2)cc1,i,28,-2,5,2,7,i,2,8
O=C(OCC(=O)c1c[nH]c2ccccc12)c1cccc([N+](=O)[O-])c1,i,-4,9,2,-7,3,i,38,-14
O=C(NCc1ccccn1)c1ccccc1OCc1ccc(F)cc1,i,3,0,4,3,-1,i,3,4
Cc1cccc(NC(=O)CSc2nnnn2-c2cccnc2)c1,i,6,11,2,5,3,i,-9,-1
Cn1c(CCC(=O)Nc2ccccc2F)nnc1SCC(=O)Nc1ccccc1Cl,i,3,-13,3,1,-1,i,-4,0
N#C/C(=C\c1ccc([N+](=O)[O-])cc1)c1ccccn1,i,5,16,-1,-3,3,i,10,2
CC(C)(C)N/N=C1\CC(c2ccccc2)Oc2ccccc21 (stereo not drawn),i,1,4,1,-6,2,i,50,-2
COc1ccc(-c2cc(C(F)F)n3ncc(C(=O)Nc4cc(C)on4)c3n2)cc1,i,3,3,-3,-1,6,nt,0,-11
Cc1ccc(-n2c(C)cc(C(=O)CN3CCOCC3)c2C)cc1C,i,0,8,-1,2,-3,i,-2,-6
CCSc1nc2nccnc2c(=O)[nH]1,i,3,17,-1,-1,1,nt,-7,31
Cc1ccc(S(=O)(=O)N(C)C)cc1-n1c(SCC(=O)Nc2ccc(F)cc2)nc2ccccc2c1=O,i,1,7,1,1,3,i,54*,-4
CC1=CS(=O)(=O)CC1Sc1nc2ccccc2[nH]1 (stereo not drawn),i,-3,-5,3,-5,-5,i,-7,-24
N#Cc1c(N)nc2c(c1-c1ccc3c(c1)OCO3)CCCCCC2,i,0,22,-1,-10,-2,i,21,4
CCCC(=O)Nc1sc(-c2ccccc2)c(-c2ccccc2)c1C(=O)O,i,5,-3,0,1,-7,i,1,-7

# Structures above that have fluorine, in the order listed:
SMILES,Rpn11 inh,CSN deneddyl inh,SKN-1 inh,Rin1 Abl inh,MT1-MMP act inh,NadD block,Neddyl block,FAS TE block,PABP1 MLLE inh
Fc1cnc(N2CCN(c3ccccc3)CC2)nc1N1CCN(c2ccccc2)CC1,i,-1,10,0,-8,-3,i,21,12
COC(=O)c1ccc(CN2CCCC(CO)(Cc3ccccc3F)C2)cc1 (stereo not drawn),i,-1,15,0,-1,-5,i,8,-5
CCOC(=O)c1ccc(Oc2ccc(C(F)(F)F)cn2)cc1,i,3,1,1,-2,-4,i,5,2
CCc1ccccc1NC(=O)c1cc(-c2ccc(F)cc2)on1,i,-2,-8,-6,-1,-6,i,-8,5
O=C(NCc1ccccn1)c1ccccc1OCc1ccc(F)cc1,i,3,0,4,3,-1,i,3,4
Cn1c(CCC(=O)Nc2ccccc2F)nnc1SCC(=O)Nc1ccccc1Cl,i,3,-13,3,1,-1,i,-4,0
COc1ccc(-c2cc(C(F)F)n3ncc(C(=O)Nc4cc(C)on4)c3n2)cc1,i,3,3,-3,-1,6,nt,0,-11
Cc1ccc(S(=O)(=O)N(C)C)cc1-n1c(SCC(=O)Nc2ccc(F)cc2)nc2ccccc2c1=O,i,1,7,1,1,3,i,54*,-4
